Screening results (PubChem BioAssay)
IDE cell activ – human IDE activators in live cells, primary screen, fluorescence polarization, HEK cells, FAbeta-B substrate; activation, % at 5.96 µM; FAbeta-B cleavage; 0% vehicle, 100% cell-free pure enzyme wells; 340,000 compounds, 0.073% hits;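 active = activation above the mean of all tested compounds plus 3 SD, set per screening campaign, cut at about 17% in these data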
VIM-2 inhibitor – VIM-2 metallo-beta-lactamase inhibitors, primary screen, biochemical, epi-absorbance readout, Pseudomonas aeruginosa enzyme. AID 1527, 2009. inhibition, % at 5.6 µM. 290,000 compounds, 0.89% hits. purified VIM-2, nitrocefin hydrolysis, epi-absorbance fluorescence;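 active = inhibition above the mean of all tested compounds plus 3 SD, cutoff set per screening run, cut at about 7.5% in these data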;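 note: red hydrolysis product quenches plate fluorescence so inhibitors raise well fluorescence; 0% = enzyme with DMSO and 100% = DMSO without enzyme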
GPR7 antagonist – GPR7 receptor antagonists, primary screen, cell-based, fluorescence, single concentration. inhibition, % at 4.4 µM. 290,000 compounds, 1.1% hits. Neuropeptides B/W receptor type 1 (Homo sapiens), P48145. GPR7-expressing cells, fluorescence antagonist assay; in the data active = inhibition above about 16%, passing the limit was not always enough;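 note: cells stimulated with the agonist NPW; 0% = agonist with vehicle and 100% = vehicle without agonist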
Target sequence (P48145 whole entry, looked up): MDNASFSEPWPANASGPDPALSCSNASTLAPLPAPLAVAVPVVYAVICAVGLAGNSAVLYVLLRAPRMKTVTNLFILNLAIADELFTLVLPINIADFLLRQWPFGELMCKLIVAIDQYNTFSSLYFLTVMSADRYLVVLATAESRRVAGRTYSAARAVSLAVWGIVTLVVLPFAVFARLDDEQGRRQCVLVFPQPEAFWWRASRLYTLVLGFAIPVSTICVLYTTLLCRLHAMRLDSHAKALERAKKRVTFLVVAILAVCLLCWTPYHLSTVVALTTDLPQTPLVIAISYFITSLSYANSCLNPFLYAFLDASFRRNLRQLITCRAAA
IDE cell inh – human IDE inhibitors in live cells, primary screen, fluorescence polarization, HEK cells, FAbetaB substrate; FAbetaB cleavage; inhibition, % at 5.59 µM; 320,000 compounds, 0.41% hits; AID 434962, 2010;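 active = percent inhibition above the average of all tested compounds plus 3 SD, set per screening campaign, cut at about 16% in these data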;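 note: IDE supplied by intact live HEK cells; FP after avidin binding of uncleaved biotin substrate so inhibition keeps polarization high; 0% = DMSO wells and 100% = 60 µM reference IDE inhibitor Ii1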
IMP-1 inhibitor – IMP-1 metallo-beta-lactamase inhibitors, primary screen, biochemical, epi-absorbance readout, Pseudomonas aeruginosa enzyme; 290,000 compounds, 0.45% hits; AID 1556, 2009; purified IMP-1, nitrocefin hydrolysis, epi-absorbance fluorescence; inhibition, % at 5.6 µM;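 active = inhibition above the mean plus 3 SD of all compounds in the same screening run, cut at about 4.5% in these data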;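 note: 0% = IMP-1 with DMSO and 100% = DMSO wells lacking enzyme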
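Assay system: purified recombinant IMP-1 beta-lactamase. Input: IMP-1 0.2 nM before substrate addition. Buffer or medium: Zinc- and detergent-supplemented HEPES buffer, pH 7.1. Schedule: 25 °C, 15 min preincubation, 25 min reaction. Signal: Epi-absorbance fluorescence, 480 nm excitation, 530 nm emission. Evaluation: percent inhibition from optical density relative to buffer-blank wells.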
PHOSPHO1 block – PubChem AID 1565; Phosphoethanolamine/phosphocholine phosphatase (Homo sapiens), Q8TCT1; recombinant PHOSPHO1, absorbance phosphatase assay; inhibition, % at 13.3 µM; 290,000 compounds, 1.1% hits; in the data active = inhibition above about 60%
Target sequence (Q8TCT1 whole entry, looked up): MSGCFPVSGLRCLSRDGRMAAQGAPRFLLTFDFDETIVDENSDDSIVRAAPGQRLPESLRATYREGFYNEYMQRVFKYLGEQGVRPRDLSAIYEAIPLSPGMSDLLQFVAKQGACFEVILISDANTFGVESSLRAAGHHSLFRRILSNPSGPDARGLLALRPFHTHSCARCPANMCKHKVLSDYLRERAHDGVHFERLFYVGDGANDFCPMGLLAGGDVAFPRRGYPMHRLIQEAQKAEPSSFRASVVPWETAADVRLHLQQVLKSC
pCIP destab – p/CIP-EGFP fusion destabilizers, primary screen, fluorescence, F442A cells. 16 h. Q05BA5. decrease of EGFP signal, % at 10 µM. 290,000 compounds, 0.01% hits;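 active = EGFP signal decrease of at least 30% at 10 µM or well 3 SD below plate mean, unless failing retest; inactive = the rest, including hits failing retest or dose response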; note: some compounds called inactive have numbers as strong as hits; many of its hits are not listed in these tables
M18AAP inhibitor – PfM18AAP inhibitors, malaria aminopeptidase, primary screen, biochemical, QFRET, recombinant enzyme | H-Glu-NHMec fluorogenic cleavage | inhibition, % at 7.35 µM | 290,000 compounds, 1.2% hits | AID 1822, 2009;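 active = inhibition above the campaign mean inhibition over all tested compounds plus 3 SD, cut at about 28% in these data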;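 note: 0% = plate median of test compound wells and 100% = 2 mM ZnCl2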
NALP1 inh – NALP1 inflammasome inhibitors in reconstituted yeast, colorimetric, S. cerevisiae, triplicate retest; S. cerevisiae NALP1/ASC/caspase-1 growth, X-gal OD620, 72 h; inhibition, % at 10 µM; 280,000 compounds, 0.61% hits; AID 2071, 2009; in the data active = inhibition mostly above about 24%, no sharp cut-off; inactive = mostly below about 32%; note: some compounds called inactive have numbers as strong as hits
* hit, by the source's call; x = no result given.

SMILES	IDE cell activ	VIM-2 inhibitor	GPR7 antagonist	IDE cell inh	IMP-1 inhibitor	PHOSPHO1 block	pCIP destab	M18AAP inhibitor	NALP1 inh
O=C(N/N=C\C=C\c1ccco1)c1cncc(Br)c1	-2.5	-2.7	-11.5	-1.5	-2.2	12.9	5.8	13.1	x
N/C(=N\N=C\c1ccco1)SC1CC(=O)N(c2ccccc2)C1=O (stereo unspecified)	4.8	-4.9	-4.6	-2.6	-2.7	45.4	-1.5	4.9	5.7
O=C(COc1ccccc1)N1CCN=C1SCc1ccccc1	0.0	-5.1	-10.0	-0.2	-4.4	19.5	8.3	6.1	-18.4
CC1Cc2ccccc2N1CC(=O)Nc1ccc2c(c1)OC(F)(F)O2 (stereo unspecified)	5.0	-3.5	-6.3	0.6	-2.3	35.2	-1.0	-10.0	45.7
O=C(COC(=O)C12CC3CC(CC(Br)(C3)C1)C2)N1CCOCC1	2.8	-1.8	1.6	1.1	-2.4	40.1	2.5	-0.1	-1.6
Cc1ccc(Cn2c(SCCN3CCCCC3)nc3c2c(=O)n(C)c(=O)n3C)cc1	6.3	1.9	17.1	4.0	-0.4	36.6	12.3	0.0	23.7
CCOc1ccccc1NC(=O)CCc1ccc(C)o1	-2.0	-0.5	-0.3	7.0	0.5	28.4	-3.6	-6.6	17.1
CCN(CC)Cc1csc(C(N)=O)c1	3.6	-4.0	-4.9	-11.4	1.3	3.6	-0.4	0.7	15.3
Cc1ccc(C(=O)NCCc2nnc3ccc(SCC(=O)N4CCCC4)nn23)cc1	0.1	1.7	-12.8	0.9	-1.4	35.2	-30.8	-10.1	-7.2
O=C(COC(=O)CCc1ccccc1)NC12CC3CC(CC(C3)C1)C2	6.8	-3.5	-7.3	7.9	-3.0	29.9	-0.5	-12.0	-17.1
CCCn1c(N2CCC(Cc3ccccc3)CC2)nc2c1c(=O)[nH]c(=O)n2C	2.1	0.4	-0.9	3.4	-2.1	-36.1	-11.1	-5.6	23.8
CCN(CC)S(=O)(=O)c1ccc(C(=O)/C=C/c2ccc(-c3ccc([N+](=O)[O-])cc3)o2)cc1	4.7	-1.3	6.8	0.9	-0.2	5.0	-9.1	28.2*	x
COCCCN1C2=C(C(=O)CC(C)(C)C2)C(c2ccc(O)c(OC)c2)C2=C1CC(C)(C)CC2=O	7.5	-0.8	-1.9	-6.6	-0.7	34.8	4.5	8.6	14.5
NS(=O)(=O)c1ccc(N/C=C\C(=O)c2ccc(F)cc2)cc1	4.4	1.6	3.4	2.4	-1.3	28.3	8.0	0.8	21.7
COCC(=O)N(Cc1cc2ccccc2[nH]c1=O)c1ccccc1OC	-0.5	-1.5	-2.6	-4.8	-2.4	-20.6	-16.9	6.3	10.9
COc1ccc(C(=O)c2oc3ccc(OC)cc3c2N)cc1	-1.8	-1.1	-7.6	1.0	-2.3	-3.4	9.8	8.2	17.5
COc1ccc(CN(CCCN2CCOCC2)C(=O)Nc2ccccc2)cc1OC	0.6	-1.6	11.8	1.5	-2.2	11.6	-19.8	-9.0	21.0
CCc1ccc(NC(=O)C(=O)NNC(=O)COc2cccc(OC)c2)cc1	1.3	-2.9	-11.6	2.1	-3.5	11.8	-7.6	-0.3	11.6
CCOC(=O)c1c(C)[nH]c(C)c1S(=O)(=O)N(C)CC(=O)Nc1cccc(C)n1	1.0	-0.1	-10.1	-2.2	-2.0	17.4	-11.8	0.3	15.1
O=C(COC(=O)c1ccc(S(=O)(=O)NCc2ccco2)cc1)c1ccccc1	3.3	-3.4	-12.0	2.4	-1.1	-11.2	-9.2	5.8	20.8
COc1cc(C2c3c(oc4cc(C)c(C)cc4c3=O)C(=O)N2c2cc(C)ccn2)ccc1O (stereo unspecified)	3.1	-3.0	-1.4	-3.6	-4.0	-0.3	-5.9	2.8	40.0
N/C(=N\OC(=O)c1cccc(Br)c1)c1ccncc1	2.5	-0.9	-7.0	4.6	-2.6	42.8	-6.2	-0.4	19.9
COc1cccc(/C=N/c2oc(-c3ccccc3)cc2C#N)c1O	2.1	0.1	2.3	5.2	-2.2	33.4	-21.4	4.1	34.5
COC(=O)c1ccc2c(=O)n(Cc3ccc(C(=O)NC4CCCC4)cc3)c(=S)[nH]c2c1	8.5	-2.8	1.0	-0.1	-2.6	-7.9	4.4	0.8	6.9
CCN(C(=O)c1ccc(NC(=O)c2ccco2)cc1)c1ccccc1	-0.5	-1.6	-12.7	x	-1.0	51.4	-19.2	-1.4	0.4
COc1cc(NS(=O)(=O)c2c(C(=O)N3CCOCC3)c(C)n(C)c2C)cc(OC)c1OC	1.6	-2.4	8.6	1.3	-3.4	52.8	7.3	2.1	8.3
O=C(CSc1nnc(NC(=O)c2ccccc2)s1)NCC1CCCO1 (stereo unspecified)	-1.0	10.6*	-11.0	0.3	-3.1	31.3	4.7	2.7	12.4
CCOc1ccccc1NC(=S)N1CCC(c2nc3ccccc3o2)CC1	4.5	-4.7	-0.6	0.4	-3.3	-4.4	0.4	-2.8	14.3
COc1ccc(/C=C/C(=O)NCC(=O)N/N=C(/C)c2ccco2)cc1	4.5	-0.8	-6.8	5.9	-0.7	30.2	2.5	0.0	19.8
Nc1cc(=O)[nH]c(=O)n1-c1cccc(F)c1	0.5	-1.1	-4.3	2.3	-2.0	32.8	-13.4	-9.8	15.9
Cc1nn(-c2ccccc2)c(Cl)c1/C=N/NC(=O)CNc1n[nH]c(=O)[nH]c1=O	x	-2.8	-9.3	-2.2	-1.5	5.9	17.9	-2.7	14.5
COC(=O)c1ccccc1NC(=O)C(CCS(C)(=O)=O)NC(C)=O (stereo unspecified)	9.4	-2.3	-9.0	3.5	-2.5	54.0	-2.7	4.7	20.2
COc1ccc(CNCC2COc3ccccc3O2)cc1 (stereo unspecified)	-1.2	1.5	20.1	0.3	1.8	36.0	1.4	12.4	25.5
COCc1cc(=O)[nH]c(/N=C(\N)Nc2c(F)cccc2F)n1	x	-5.9	-1.1	5.8	-2.0	22.5	-3.4	-14.2	x
CC(NC(=O)c1ccc(N2CCCC2)c([N+](=O)[O-])c1)c1ccc(S(N)(=O)=O)cc1 (stereo unspecified)	-1.7	-1.9	4.1	8.5	-2.7	-0.6	-5.1	0.4	4.6
CSc1nsc(SCC(=O)NCc2ccc(C)cc2)n1	1.4	-1.9	-12.6	x	-3.3	x	26.0	2.0	-7.1
C/C(N)=C(/C#N)C(=O)CSc1nc2cc(Cl)ccc2s1	-8.5	-1.0	3.1	8.8	1.4	13.6	-12.8	-1.7	29.9
O=C(c1ccc(Cn2cc(Br)cn2)o1)N1N=C(C(F)F)CC1(O)C(F)F (stereo unspecified)	4.7	-3.1	-3.3	1.0	-5.5	-2.2	10.5	-7.7	3.7
NC(=S)N1OC[C@@H]2COc3ccc4ccccc4c3[C@@H]21	-0.7	-0.3	16.4*	6.4	-0.6	11.2	-2.3	-3.3	-10.3
CCOc1ccc(S(=O)(=O)N2CCC(C(=O)NC3CCCCC3)CC2)cc1	2.8	-1.2	-1.2	-0.9	-1.9	51.4	-13.1	0.6	7.4
Cc1c(-c2cccs2)[n+](=O)c2c(n1[O-])CCCC2	3.0	-2.4	-7.6	0.8	-0.9	-10.8	8.1	-6.4	8.2
Cc1sc2nc(C(C)C)nc(SCC(=O)NC3CC3)c2c1C	-4.2	-3.4	-11.4	2.8	-3.7	30.4	-0.3	2.8	10.9
Cc1onc(C(=O)NN)c1C(=O)N1CCN(C(c2ccccc2)c2ccccc2)CC1	-4.2	-4.8	-2.4	-0.8	-4.8	-25.8	-2.5	8.5	-16.8
COc1ccc(CNC(=O)c2c(O)c3cccc4c3n(c2=O)CCC4)cc1OC	1.8	-4.1	-5.4	-2.2	-4.5	-6.7	2.7	3.6	12.8
COc1cc(OC)cc(C(=O)OCc2cc3ccccc3[nH]c2=O)c1	-1.8	-3.9	-7.2	5.7	-3.2	-4.6	14.5	4.7	27.7
Cc1ccc(C2CC(c3ccco3)n3nc(N)nc3N2)cc1 (stereo unspecified)	1.1	-3.7	-3.4	0.8	-3.6	4.3	-11.0	8.0	-2.2
COC(=O)CCCCCN1C(=O)/C(=C\c2ccncc2)SC1=S	-2.6	-0.4	-11.0	3.4	2.7	-5.9	-1.0	9.1	-5.4
O=C(NCCc1ccccc1)c1ccc([N+](=O)[O-])cc1	-1.8	0.3	2.4	1.5	-0.8	12.1	3.9	-10.3	5.7
O=C(/C=C/c1ccccc1Cl)N1CCN(c2ncccn2)CC1	5.9	0.4	14.2	1.9	0.7	-9.0	-2.4	-15.4	31.6
Cc1cc(C)n(-c2nc3ccccc3nc2N2CCOCC2)n1	7.4	0.3	-0.9	0.5	1.1	-16.0	-4.2	-5.6	12.2
CC(C)(CO)NCc1cccc(OCc2ccc(Cl)cc2)c1	9.4	-2.9	7.4	-0.7	-2.2	11.7	2.8	-11.1	15.6
Cc1cc(C)cc(OC(=O)CN2C(=O)c3ccccc3C2=O)c1	5.3	-1.0	-15.9	-6.1	-0.6	19.2	-3.5	-2.8	6.7
Nc1ncn(C(=O)c2ccco2)n1	2.0	-3.8	4.0	8.5	-3.0	18.2	-3.1	45.0*	5.5
CCOC(=O)c1c(-c2cccs2)csc1NC(=O)CCCC(=O)O	0.7	-1.6	-11.2	-2.6	-3.7	13.4	4.4	6.1	4.8
CCC(=O)OCC(=O)Nc1ncc(C(F)(F)F)cc1Cl	1.1	-0.4	0.7	-0.8	0.1	28.5	0.5	-5.5	8.2
CC(N=c1ccccn1C(=O)Nc1cccc(C(F)(F)F)c1)c1ccco1 (stereo unspecified)	3.8	-3.1	-4.8	0.1	-3.3	11.7	-21.7	2.1	12.7
COCCSc1ccccc1C(=O)Nc1nncs1	2.1	0.4	-10.4	6.9	-1.3	-0.5	-13.9	6.2	x
CC(C)(C)c1ccc(OCC(O)CSc2ncn[nH]2)cc1 (stereo unspecified)	5.1	-2.4	-8.3	-6.5	-5.8	79.7*	-2.2	6.1	16.0
COc1ccc(C(C(=O)NCCC(C)C)N(CCN2CCOCC2)C(=O)Cn2nnc3ccccc32)c(OC)c1 (stereo unspecified)	0.0	-1.3	-2.0	3.8	-1.9	1.2	-2.4	5.0	-1.8

Compound profiles (already shown). Values in the order: IDE cell activ, VIM-2 inhibitor, GPR7 antagonist, IDE cell inh, IMP-1 inhibitor, PHOSPHO1 block, pCIP destab, M18AAP inhibitor, NALP1 inh
O=C(NCCc1ccccc1)c1ccc([N+](=O)[O-])cc1 across the screens: -1.8, 0.3, 2.4, 1.5, -0.8, 12.1, 3.9, -10.3, 5.7
COc1ccc(C(C(=O)NCCC(C)C)N(CCN2CCOCC2)C(=O)Cn2nnc3ccccc32)c(OC)c1 (stereo unspecified) across the screens: 0.0, -1.3, -2.0, 3.8, -1.9, 1.2, -2.4, 5.0, -1.8
